Assay outcomes (PubChem BioAssay)
MEKK3 PB1 HTS – modulators of MEKK3-MEK5 PB1 binding, primary screen, biochemical, wildtype MEKK3, multiplex bead flow cytometry, Alexa488-MEK5. binding response (% of control), % at 10 µM. 1.4% of 290,000 active. bead-based flow cytometry, Alexa488-MEK5 binding to MEKK3; actives lie on both sides; 0 = blocked by unlabeled MEK5, 100 = vehicle. Mitogen-activated protein kinase kinase kinase 3 (Homo sapiens), Q99759;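 active means binding response more than 3 SD above or below the average of its plate-row segment, actives on both sides; inconclusive means wells at one plate position flagged as instrument error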;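 further: Alexa488 bead fluorescence after subtracting the streptavidin-only scavenger bead signal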
Target sequence (Q99759 whole entry, looked up): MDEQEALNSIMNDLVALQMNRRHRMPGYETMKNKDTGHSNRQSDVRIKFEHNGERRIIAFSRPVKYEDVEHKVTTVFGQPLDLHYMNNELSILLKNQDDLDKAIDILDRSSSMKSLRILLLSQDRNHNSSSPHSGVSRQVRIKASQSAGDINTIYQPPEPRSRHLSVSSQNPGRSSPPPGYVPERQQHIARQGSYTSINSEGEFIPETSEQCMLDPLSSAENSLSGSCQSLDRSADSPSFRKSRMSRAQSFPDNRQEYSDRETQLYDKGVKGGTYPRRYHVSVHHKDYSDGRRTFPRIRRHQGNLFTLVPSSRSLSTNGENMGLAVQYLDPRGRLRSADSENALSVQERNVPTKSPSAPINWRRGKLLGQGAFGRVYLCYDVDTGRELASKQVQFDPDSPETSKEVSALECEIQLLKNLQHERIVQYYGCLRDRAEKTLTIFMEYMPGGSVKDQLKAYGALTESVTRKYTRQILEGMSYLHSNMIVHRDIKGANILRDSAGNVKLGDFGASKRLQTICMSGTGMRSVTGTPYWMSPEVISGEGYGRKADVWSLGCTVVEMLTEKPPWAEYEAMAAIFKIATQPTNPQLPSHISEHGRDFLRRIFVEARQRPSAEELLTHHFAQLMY
CRFBP-R2 agonist – agonists of CRF-BP/CRF-R2 complex, primary screen, cell-based, HEK293, calcium dye fluorescence, uHTS | calcium dye fluorescence (FLIPR); percent of saturating CRF peptide response | CRF-binding protein / CRF receptor 2 complex (human) | 0.46% of 350,000 active | activation, % at 13.2 µM;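 active means activation of at least 50%, plus an integration ratio under a set limit after plate pattern correction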;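 further: plate controls were neutral control wells without compound for no effect and CRF at EC100 for full effect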
HCV NS3 hel inh – inhibitors of HCV NS3 helicase, primary screen, biochemical, Cy5 molecular beacon fluorescence; inhibition, % at 10.9 µM; Hepatitis C virus NS3 helicase; AID 1800, 2009; 0.56% of 290,000 active; NS3 helicase DNA unwinding;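 active means inhibition above the mean of all tested compounds plus 3 SD, set per campaign, cut at about 35% in these data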;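 further: 0% = DMSO wells and 100% = thioflavine S control wells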
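System: HCV NS3 helicase fragment; control set: DMSO and thioflavine S; technique: Cy5 fluorescence at 0 and 60 min, beacon hairpin quenching; reagent: beacon DNA duplex substrate plus ATP; replicates: singlicate; schedule: 1 h reaction at 25 °C, ATP-initiated; medium: MOPS buffer pH 6.5 with MgCl2, DTT, Tween20, BSA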
UBC9 SUMO inh – inhibitors of in vitro SUMOylation cascade, primary screen, biochemical, HTRF, uHTS. SUMO-conjugating enzyme UBC9 (Homo sapiens), P63279. HTRF SUMOylation assay, SAE1/SAE2 + UBC9. inhibition, % at 35 µM. 0.36% of 290,000 active. AID 2006, 2009; in the data active means inhibition above about 50%, passing the limit was not always enough; inconclusive means no clear call, values can overlap the other calls; further: strong numbers were not always called active
Target sequence (P63279 whole entry, looked up): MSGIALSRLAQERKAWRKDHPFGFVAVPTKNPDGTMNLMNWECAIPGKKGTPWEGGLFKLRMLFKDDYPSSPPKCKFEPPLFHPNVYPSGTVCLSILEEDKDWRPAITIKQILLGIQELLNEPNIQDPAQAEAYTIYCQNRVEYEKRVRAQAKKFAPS
GalR3 antag – GalR3 antagonists in HEK293 cells, primary screen, cell-based, fluorescence readout; Galanin receptor type 3 (Homo sapiens), O60755; HEK293 GalR3-CNG cAMP membrane potential fluorescence; galR3 body fused to GalR1 C-terminus; AID 651719, 2012; 0.44% of 360,000 active; inhibition, % at 3 µM;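 active means inhibition above the screen-wide average plus 3 SD, cut at about 13% in these data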;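 further: forskolin and galanin both at EC90 stimulate the cells; cAMP rise reported by CNG channel membrane potential dye signal; 0% = forskolin plus galanin with DMSO and 100% = forskolin alone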
MEKK2mut PB1 HTS – MEK5 binding signal on mutant MEKK2 PB1, primary screen, biochemical, multiplex bead flow cytometry, Alexa488-MEK5. Alexa488-MEK5 binding to MEKK2 mutant. percent response, % at 10 µM. 0.35% of 290,000 active; in the data active means percent response above about 24%, passing the limit was not always enough; further: inactives centre near 1; some results filed as inactive read as strong as hits
CRFBP-R2 block – antagonists of CRF-BP/CRF-R2 complex, primary screen, cell-based, HEK293, calcium dye fluorescence, uHTS; CRF-induced calcium fluorescence; inhibition, % at 11.8 µM; 0.59% of 350,000 active;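 active means inhibition of the ligand-induced calcium signal above about 50% at the single tested concentration, limit read from the data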
MEKK2 WT-MEK5 – modulators of MEK5 binding to wildtype MEKK2, primary screen, biochemical, multiplex bead flow cytometry, Alexa488-MEK5; Alexa488-MEK5 binding to MEKK2 WT; actives lie on both sides; 1.1% of 290,000 active; AID 1531, 2009; binding response (% of control), % at 10 µM; in the data active means binding response below about 67% or above about 130%; inconclusive means no clear call, values can overlap the other calls; inactive means in between
FID counter – compounds displacing fluorescent DNA intercalator, primary screen, artefact control for HCV NS3 helicase inhibitor project, biochemical, FID fluorescence | DNA fluorescent intercalator displacement | 0.17% of 290,000 active | inhibition, % at 7.9 µM | AID 1845, 2009; in the data active means inhibition above about 37%;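 further: 0% = vehicle and 100% = reference compound; higher means more ethidium bromide displaced from hairpin DNA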
* = called active by the depositor; ? = inconclusive; nt = not tested or not shown; & = joins results of further samples; [ ] = remark or other dose. These rows are one share of the data (hit frequency here may not be typical).

The line under a structure holds: MEKK3 PB1 HTS	GalR3 antag	CRFBP-R2 agonist	FID counter	HCV NS3 hel inh	UBC9 SUMO inh	MEKK2 WT-MEK5	CRFBP-R2 block	MEKK2mut PB1 HTS
CCc1ccc(OCCNC(=O)c2ccc(S(=O)(=O)N(C)C)cc2)cc1
→ ?	-6	-3.0	-20	7	-8	?	-14	-24
CCCC1N2CC3([N+](=O)[O-])CN1CC([N+](=O)[O-])(C2)C3(C)C (stereo not drawn)
→ 106	-3	2.3	1	-1	4	110	-6	35
Cn1c(=O)[nH]c(=O)c2c1nc(NCCc1ccccc1)n2CC(O)COc1ccccc1 (stereo not drawn)
→ 99	-3	-0.5	-6	-1	8	106	9	2
NC(=O)N1CCc2ccccc21
→ 105	2	3.6	0	8	3	96	-2	-3
Cc1ccc(CN2CCN(Cc3ccc4cccc(F)c4n3)CC2CCO)cc1 (stereo not drawn)
→ 101	-2	2.3	-1	-5	5	105	-12	2
CCc1cccc(NC(=O)Cn2ncn3c(cc4ccccc43)c2=O)c1
→ 101	-4	0.4	-26	18	14	99	18	1
Cc1cccc(NC(=O)CSc2nc(C)c(Cc3ccccc3)c(=O)[nH]2)c1C
→ 105	nt	nt	-5	3	7	107	nt	8
O=C(Cn1ccc2ccccc2c1=O)N1CCN(Cc2ccc3c(c2)OCO3)CC1
→ 100	-1	1.5	-6	1	-19	101	-1	3
O=C(c1cccc(F)c1)N(Cc1nc2ccccc2c(=O)[nH]1)C1CCCC1
→ 104	-7	-2.6	-7	4	0	91	-4	-12
COc1cccc(NC(=O)C2CCCN(S(=O)(=O)c3ccc(-n4cnnn4)cc3)C2)c1 (stereo not drawn)
→ 89	0	0.3	2	-14	-18	91	86*	-6
O=C(C1CC1)N1CCN=C1SCc1ccccc1Cl
→ 117	0	1.3	-8	26	0	115	1	6
COc1ccccc1N1CCN(C2CCCCC2NS(=O)(=O)c2ccc(Cl)cc2)CC1 (stereo not drawn)
→ 106	nt	212*	20	-38	-9	108	-196	-2
O=C(CN1CCN(CC(=O)Nc2ccc(Cl)cc2)CC1)Nc1ccc(F)cc1
→ 99	-10	-1.4	-1	4	11	103	21	1
Cc1ccc(NC(=O)c2ccc(NC(=O)c3ccccc3)cc2)cc1C
→ 103	-3	1.1	-18	-2	15	102	12	5
CCc1nc2ccccc2c(C(=O)OCCN2C(=O)c3ccccc3C2=O)c1C
→ 104	-3	-1.7	-23	-17	-28	103	1	13

Gathered by group, the compounds so far with a halogen
The line under a structure holds: MEKK3 PB1 HTS	GalR3 antag	CRFBP-R2 agonist	FID counter	HCV NS3 hel inh	UBC9 SUMO inh	MEKK2 WT-MEK5	CRFBP-R2 block	MEKK2mut PB1 HTS
Cc1ccc(CN2CCN(Cc3ccc4cccc(F)c4n3)CC2CCO)cc1 (stereo not drawn)
→ 101	-2	2.3	-1	-5	5	105	-12	2
O=C(c1cccc(F)c1)N(Cc1nc2ccccc2c(=O)[nH]1)C1CCCC1
→ 104	-7	-2.6	-7	4	0	91	-4	-12
O=C(C1CC1)N1CCN=C1SCc1ccccc1Cl
→ 117	0	1.3	-8	26	0	115	1	6
COc1ccccc1N1CCN(C2CCCCC2NS(=O)(=O)c2ccc(Cl)cc2)CC1 (stereo not drawn)
→ 106	nt	212*	20	-38	-9	108	-196	-2
O=C(CN1CCN(CC(=O)Nc2ccc(Cl)cc2)CC1)Nc1ccc(F)cc1
→ 99	-10	-1.4	-1	4	11	103	21	1

Record cards, from the list above. Order of screens: MEKK3 PB1 HTS | GalR3 antag | CRFBP-R2 agonist | FID counter | HCV NS3 hel inh | UBC9 SUMO inh | MEKK2 WT-MEK5 | CRFBP-R2 block | MEKK2mut PB1 HTS
Profile of O=C(c1cccc(F)c1)N(Cc1nc2ccccc2c(=O)[nH]1)C1CCCC1 → 104 | -7 | -2.6 | -7 | 4 | 0 | 91 | -4 | -12
Profile of COc1ccccc1N1CCN(C2CCCCC2NS(=O)(=O)c2ccc(Cl)cc2)CC1 (stereo not drawn) → 106 | nt | 212* | 20 | -38 | -9 | 108 | -196 | -2

Next part.
The line under a structure holds: MEKK3 PB1 HTS	GalR3 antag	CRFBP-R2 agonist	FID counter	HCV NS3 hel inh	UBC9 SUMO inh	MEKK2 WT-MEK5	CRFBP-R2 block	MEKK2mut PB1 HTS
Nc1cc(C(=O)OCC(=O)NCCCc2ccccc2)ccc1Cl
→ 104	-9	-4.9	-23	-18	-7	109	14	4
CCN(CC)S(=O)(=O)c1cc(C(=O)c2nccn2C)ccc1Cl
→ 108	-7	2.8	-8	-8	7	102	2	-3
CC(=O)CCC(=O)OCC(=O)c1ccc(C(F)(F)F)cc1
→ 100	-4	0.4	-3	-2	10	100	-1	5
COc1ccc(/C=N/NC(=O)c2ccc3c(c2)OCO3)c(C(=O)O)c1OC
→ 106	-7	0.4	-1	-4	13	106	-2	1
CCc1nc2ccc(C)cc2c(C(=O)NC2CCCCC2C)c1C (stereo not drawn)
→ 102	-7	1.1	-18	10	-14	100	-14	-3
O=C(c1ccc(Cl)cc1)N(c1ccccn1)C1CCCCC1
→ 98	0	-0.3	-21	9	-3	97	10	-2
COc1ccc(-c2nnc(SCC(=O)NCc3ccco3)o2)cc1
→ 102	-2	-3.0	-8	-2	10	99	4	2
Cc1c(Cl)c([N+](=O)[O-])nn1CCCC(=O)N(Cc1ccccc1)Cc1ccccc1
→ 141*	-6	3.9	-16	-17	-1	108	39	0
O=C(Oc1cccc(NC(=O)c2ccco2)c1)c1cccc(S(=O)(=O)N2CCCCC2)c1
→ 103	-7	-0.7	-19	-5	-25	98	4	4
CC1CN(C(=O)COC(=O)c2ccc(Cl)c(S(=O)(=O)N3CCCCC3)c2)CC(C)O1 (stereo not drawn)
→ 100	12	1.7	-30	-7	17	102	9	-1
O=C(/C=C/c1ccc(F)cc1)N1CCN(S(=O)(=O)/C=C/c2ccccc2)CC1
→ 107	-1	0.2	0	-3	12	103	-9	4
CCN(CC(=O)Nc1ccccc1C(=O)Nc1ccccc1)Cc1nc2ccccc2c(=O)[nH]1
→ 105	-3	0.8	-30	9	-5	101	-19	-1
O=C1/C(=C/c2ccco2)SC(=S)N1CC1CCCO1 (stereo not drawn)
→ 106	-5	1.4	-10	-1	32	104	6	3
Cc1cnc(C(=O)OCC(=O)Nc2cc(S(=O)(=O)N3CCCCC3)ccc2Cl)cn1
→ 108	-5	0.3	-9	15	10	104	-7	3
S=C(N/N=C/c1ccc(Cl)cc1)N1CCOCC1
→ 94	-3	-1.8	-3	3	-1	97	14	-2
CCNC(=S)Nc1ccc(-c2nc3ccccc3[nH]2)cc1
→ 100	0	-1.8	0	13	18	97	-6	-1
CCSc1nnc(NC(=O)/C=C/c2ccco2)s1
→ 100	-6	1.9	-7	21	40	100	1	2
OC1(c2ccc(Br)cc2)CCNCC1
→ 99	-8	11	0	-2	8	104	-1	1
Cc1c(C)c2ccc(OCC(=O)Nc3ccc(CN4CCOCC4)cc3)cc2oc1=O
→ 100	3	2.0	7	-4	6	106	-9	3
OCCC1CCCCN1CC(O)COCc1ccc(Cl)cc1 (stereo not drawn)
→ 100	-9	0.5	5	1	-2	96	-4	-13
O=C(c1ccc([N+](=O)[O-])cc1)N1CCN(c2ncc(Br)cn2)CC1
→ 102	-9	-1.2	-8	-7	-12	102	22	0
Cn1c(=O)c(C(=O)COC(=O)c2cc(C(F)(F)F)nc3c(C(F)(F)F)cccc23)c(N)n(CC2CC2)c1=O
→ 83	-5	nt	1	10	4	92	nt	-4
COc1ccc(C(CC(=O)NCc2ccccc2)Sc2n[nH]c(-c3ccccc3)n2)cc1 (stereo not drawn)
→ 98	-4	-1.8	-5	-5	-1	119	4	13
Cc1ccc(-c2ccc(/C=C(\C#N)C(N)=S)n2C)cc1
→ 89	-6	0.8	7	6	23	74	-21	-13
CC1(C)N(OCc2ccccc2)C(=O)C(=O)N(OCc2ccccc2)C1(C)C
→ 104	-5	28	-5	-6	-5	104	-93	6
O=C(O[C@@H]1Cc2c(O)cc(O)cc2O[C@@H]1c1cc(O)c(O)c(O)c1)c1cc(O)c(O)c(O)c1
→ 97&99	nt	nt	4	14	41	86&93	nt	-1&-4
Cc1cc(C)cc(OCC(=O)O/N=C(\N)c2ccccc2Cl)c1
→ 95	-2	2.1	-5	-4	-11	97	0	-5
c1ccc(-c2nnc(-c3ccccn3)nc2NC2CCCCC2)cc1
→ 107	-8	-1.4	-12	-13	3	104	-10	3
Cc1ccc(N=C2NC(=O)c3cccc([N+](=O)[O-])c32)cc1
→ 104	3	-0.3	6	5	6	119	-25	16
CSc1ncnc2c1cnn2-c1ccc(C)cc1C
→ 100	-7	-0.4	-9	5	2	95	0	-1
Cc1nc2ccccc2c2nc(NC(=O)C(F)(F)F)nn12
→ 100	-5	-0.1	4	-1	11	98	9	-8
CC(C)(CN1CCCCC1)NS(=O)(=O)c1ccc(Cl)cc1
→ 102	-4	1.2	1	1	17	104	-3	5
O=C1CC(C(=O)O)S/C(=N\NC(=O)c2ccc(F)cc2)N1 (stereo not drawn)
→ 109	-3	-0.8	-4	2	25	107	14	-1
COc1cc(CNC(=O)c2ccccc2NC(=O)C2=C(C)OCCS2)cc(OC)c1OC
→ 101	3	-1.0	-34	-1	-6	99	-2	1
CCOC(=O)C1CCN(CCC(=O)Nc2ccc(Cl)cc2)CC1
→ 100	-1	3.3	5	3	20	102	-3	3
CC1(C)N(O)CC(c2cccs2)=[N+]1[O-]
→ 95	-7	-0.5	0	-14	9	97	-3	2
COc1ccccc1/C=C/C(=O)NC(=S)Nc1ccc(S(=O)(=O)N(C)c2ccccc2)cc1
→ 111	0	-0.9	-4	13	11	104	6	-2
CN(CCc1ccccn1)C(=S)Nc1cccc(S(=O)(=O)N(C)C)c1
→ 97	-7	0.7	-9	2	5	101	-6	0
Cc1[nH]nc2c1C1(CCC3(CC1)OCCO3)C(C#N)=C(N)O2
→ 1.0*[inhibitor]	-2	0.0	-3	3	-6	-3.0*[inhibitor]	2	-20
O=C(CSc1nc(-c2ccccc2)cc(C(F)(F)F)n1)c1cccc([N+](=O)[O-])c1
→ 97	-4	-0.8	4	18	-6	97	-26	-8
O=C(COC(=O)CNC(=O)c1cccc([N+](=O)[O-])c1)Nc1ccccc1OC(F)F
→ 102	0	-0.1	-2	-1	27	98	-9	-1
